FBPA Giardia inh: inhibitors of Giardia lamblia fructose-1,6-bisphosphate aldolase; Potency, µM (doses to about 59.6 µM), inactives show at the highest dose activity, negative = inhibition, most hits filed as inhibitors; A8B2U2; 290,000 tested, 0.71% active; purified Giardia FBPA; also: potency is read from the fitted curve at half-maximal effect; % is scaled to controls: 0 for no effect and ±100 for the full control effect; nearly all actives have a fitted effect of over 55% in size
Target sequence (A8B2U2 whole entry, looked up): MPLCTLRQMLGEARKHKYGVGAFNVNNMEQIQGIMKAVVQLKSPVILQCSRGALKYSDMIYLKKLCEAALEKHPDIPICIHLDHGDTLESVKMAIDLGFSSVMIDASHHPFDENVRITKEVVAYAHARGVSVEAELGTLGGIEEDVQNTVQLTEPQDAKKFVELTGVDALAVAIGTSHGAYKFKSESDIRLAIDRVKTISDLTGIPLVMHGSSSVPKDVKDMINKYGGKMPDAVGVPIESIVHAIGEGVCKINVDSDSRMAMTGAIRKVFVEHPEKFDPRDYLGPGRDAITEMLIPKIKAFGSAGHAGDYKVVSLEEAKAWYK
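40 nM FBPA preincubated 10 min at RT with compound (up to 57.5 uM final), then substrate plus GAPDH/TPI/NAD/arsenate coupling and diaphorase/resazurin added. Fluorescence read after 20 min at RT, 525/598 nm.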
Pf growth 96h: inhibits malaria parasite growth, 96 h. AID 504834. Potency, µM (top dose mostly 28.7 µM), inactives show at the top dose activity change, negative = inhibition, most hits filed as inhibitors. P. falciparum luciferase reporter growth, 96 h. 320,000 tested, 6.9% active; also: potency is read from the fitted curve at half-maximal effect; % is scaled to controls: 0 for no effect and ±100 for the full control effect
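Delayed-death screen, second-generation endpoint: infected erythrocytes, 2% hematocrit, 0.05% parasitemia final; 96 hours at 37 C, 5% CO2; luciferase detection reagent; luminescence decrease equals reduced growth.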
Pf growth 48h: inhibits P. falciparum growth in the first generation, 48 h | P. falciparum luciferase growth in erythrocytes, 48 h | Potency, µM (top dose mostly 28.7 µM), for inactives: at the top dose activity change, negative = inhibition, actives largely listed as inhibitors | 310,000 tested, 5.9% active | AID 504832; also: potency is read from the fitted curve at half-maximal effect; % is scaled to controls: 0 for no effect and ±100 for the full control effect
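Cell-based growth assay: transgenic P. falciparum expressing firefly luciferase, cultured in red cells within RPMI 1640 containing 0.5% w/v Albumax, 24 mM bicarbonate and gentamycin. A drop in luciferase activity indicates inhibition.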
Shiga toxin inh: inhibitors of Shiga toxin in Vero cells. Vero cells, Shiga toxin protein synthesis inhibition reporter. inhibition, % at 38.7 µM. 290,000 tested, 9.2% active; in the data active = inhibition mostly above about 28%, no sharp cut-off; inactive = mostly below about 43%; also: 0% is about no effect
Sm TGR inh: blocks Schistosoma mansoni thioredoxin glutathione reductase. Q962Y6. purified TGR, DTNB reduction, TNB absorbance 405 nm. Potency, µM (top dose mostly 114 µM), for the others: top-dose activity change, negative = inhibition, hits mostly inhibitors. 360,000 tested, 3% active. AID 485364; also: potency is read from the fitted curve at half-maximal effect; % is scaled to controls: 0 for no effect and ±100 for the full control effect; nearly all actives have a fitted effect of over 60% in size
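First, TGR (20 nM dispensed) and NADPH were mixed with compound. Second, a 15 min room-temperature incubation followed. Third, further NADPH and then DTNB were added to start the reaction. Finally, TNB absorbance was monitored kinetically.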
CHX counter: counter-screen for Shiga toxin inhibitors: cycloheximide protein synthesis inhibition. max response, %. 300,000 tested, 12% active. cell reporter, cycloheximide protein synthesis inhibition counterscreen. AID 2314; in the data active = max response mostly above about 13%, no sharp cut-off; inactive = mostly below about 14%; also: read at 38.3 µM for the half of the compounds with a filed dose; 0% is about no effect
Numbers without * were called inactive; i = inactive; ? = inconclusive; . = no result given; & = joins results of further samples; ! = repeats disagree; [ ] = another dose, or the depositor's remark. Unless noted, calls follow the shape of the dose curve; as a rule, active = well fitted curve in the direction sought with a large enough effect; inconclusive = small, poorly fitted or top-dose-only effect, or another doubt; inactive = no such curve, though single readings can be large; an effect the other way counts as inactive or inconclusive.

SMILES | FBPA Giardia inh | Pf growth 96h | Pf growth 48h | Shiga toxin inh | Sm TGR inh | CHX counter
Cc1ccc(S(=O)(=O)n2nc(C)c(Br)c2C)c(C)c1C | . | -10.4% | ? | -17.4 | -14.5% | -2.3
Cc1csc(SCC(=O)Nc2ccccc2C)n1 | . | 11.3% | 30.6%[activator] | . | 3.8% | .
CSc1cc(-c2ccc(Cl)cc2)c(C(=O)N2CCCC2)s1 | -9.8% | -10.9% | -24.1% | -3.6 | -12.3% | -1.4
Cc1ccc(C)c(Cn2nnc3c(=O)[nH]c(C4CCN(S(=O)(=O)c5ccc(S(=O)(=O)N(C)C)cc5)CC4)nc32)c1 | 8.7% | -6.9% | ? | -10.3 | 21.4% | -2.7
CCOC(=O)c1c(C)n(OC)c2ccc3c(no[n+]3[O-])c12 | -1.8% | -11.9% | . | -3.9 | 1.0% | -4.6
Cc1cc(Cl)c(S(=O)(=O)N2CCN(c3ccccc3)CC2)cc1OCC(N)=O | 6.2% | ? | ? | 17.8 | -1.4% | -4.9
CCN(CCCCCCN)c1ccc2c(=O)[nH][nH]c(=O)c2c1 | -6.2% | 25.4% | 6.8% | 18.1 | -1.3% | -0.9
COc1ccc(CSCC(=O)NN=C2CCN(C)CC2)cc1 | 2.8% | 12.1% | -4.0% | -9.8 | 68.8%[activator] | -4.2
O=C(O)C(=O)/C(=C\c1ccc([N+](=O)[O-])cc1)c1ccc2ccccc2n1 | -25.8% | . | 305.0%[activator] | 49.4* | -12.2% | 27.2*
O=C(NCCCN1CCCCC1)c1ccc2c(c1)ncn2C1CCCC1 | . | 98.9%[activator] | -10.5% | 20.9 | 2.9% | -1.6
Cc1cc2c(c(=O)o1)C1O[C@](CCCCN3C(=O)c4ccccc4C3=O)(Cc3cc(C#N)ccc31)O2 | 2.5%[12.9 µM] | ? | ? | i | -18.7%[22.9 µM] | -1.5
CCC(=O)CCCCC[C@@H]1NC(=O)[C@H]2CCCCN2C(=O)[C@H]([C@@H](C)CC)NC(=O)[C@H](Cc2cn(OC)c3ccccc23)NC1=O | -9.5% | . | . | 21.5 | . | -2.1
Cc1ccc(NC(=O)COC(=O)CCc2c[nH]c3ccccc23)cc1[N+](=O)[O-] | -10.0% | -4.5% | 12.4% | -15.0 | -4.5% | 0.0
CC1(C)CC(=O)C2=C(C1)OC(N)=C([N+](=O)[O-])C2c1ccc(C#N)s1 (stereo not drawn) | -23.7% | -17.9% | -13.2% | -23.3 | ? | 2.1
COc1ccccc1CNC(=O)C1CCC(CNS(=O)(=O)c2ccccc2)CC1 (stereo not drawn) | 5.8% | 13.1% | -0.4%[0.00184 µM] | -9.0 | 6.0% | -5.7
CC(C)C[C@@H](C(=O)NCC1CCCO1)N1C(=O)N2CCc3c([nH]c4ccccc34)[C@@]2(C)C1=O (stereo partly drawn) | 0.2% | ? | ? | -13.0 | 6.3% | -2.8
c1ccc(-c2nc(-c3cccnc3)cs2)cc1 | 3.3% | ? | ? | 51.6* | 8.4% | 46.1*
COc1ccc(NC(=O)[C@@H](NC(=O)N2C[C@H]3C[C@@H](C2)c2cccc(=O)n2C3)C(C)C)cc1OC | 2.8% | -1.1% | 35.1%[activator] | -6.0 | 6.4% | 1.8
Nc1cc2c(cc1C(=O)c1ccccc1)OCCO2 | 4.6% | -3.0% | 63.3%[activator] | -16.0 | 7.5% | -2.7
O=[N+]([O-])c1ccc2c(c1)C(N1CCOCC1)/C(=C/COc1ccc3ccccc3c1Br)O2 (stereo not drawn) | -7.2% | ? | 6.57µM* | -5.7 | -15.2% | 11.6
Cn1nc(C(=O)NCCCN2CCCCC2)c2c1-c1ccccc1SC2 | 8.7% | ? | -21.2% | -11.9 | -12.5% | -2.1
COc1ccc(CC(=O)N/N=C(\C)CC(=O)Nc2ccc(N(C)C)cc2)cc1OC | 7.5% | 21.1% | ? | -5.2 | -26.7% | -2.6
O=c1c(-n2cncn2)c[nH]n1-c1cccc(Cl)n1 | ? | -7.4% | 30.3%[activator] | -0.8 | -3.5% | 5.2
Cc1cc([N+](=O)[O-])nn1Cn1nc([N+](=O)[O-])cc1C | 1.3% | 4.9% | 1.3% | -12.9 | 4.7% | -2.3
O=C(Nc1ccc(S(=O)(=O)N2CCCCC2)cc1)C1CCCN(C(=O)c2ccc(Cl)cc2)C1 (stereo not drawn) | -1.6% | 11.7µM* | ? | 6.6 | -0.7% | -4.4

Complete entries from above:
`COc1ccc(CC(=O)N/N=C(\C)CC(=O)Nc2ccc(N(C)C)cc2)cc1OC` in the list: FBPA Giardia inh: 7.5%; Pf growth 96h: 21.1%; Pf growth 48h: ?; Shiga toxin inh: -5.2; Sm TGR inh: -26.7%; CHX counter: -2.6
`O=C(NCCCN1CCCCC1)c1ccc2c(c1)ncn2C1CCCC1` in the list: FBPA Giardia inh: .; Pf growth 96h: 98.9%[activator]; Pf growth 48h: -10.5%; Shiga toxin inh: 20.9; Sm TGR inh: 2.9%; CHX counter: -1.6

(further entries)
SMILES | FBPA Giardia inh | Pf growth 96h | Pf growth 48h | Shiga toxin inh | Sm TGR inh | CHX counter
COCCN1C(=S)N[C@@H](c2ccccc2)C(C(=O)OC)=C1C | 10.0% | 43.4%[activator] | ? | -4.6 | 31.6µM* | -0.8
CC(C)c1ccccc1OCC(=O)Nc1ccccc1C(=O)N1CCOCC1 | 2.3% | 35.8%[activator] | ? | -6.0 | -19.4% | -3.3
COc1ccc(CCN(C)C2CCCN(S(C)(=O)=O)C2)cc1OC (stereo not drawn) | -0.6% | -24.1% | 4.7% | -3.3 | ? | -2.8
Cc1[nH]nc2c1C(c1cccc(O)c1)C1=C(CC(C)(C)CC1=O)N2 (stereo not drawn) | 4.5% | -1.8%[5.75 µM] | ? | -6.4 | -26.0% | -1.6
Cc1nn(CC(=O)Nc2ccc(Cl)c(S(=O)(=O)N(C)C)c2)c(C)c1[N+](=O)[O-] | -6.7% | -3.9% | 11.7% | -10.8 | -0.8% | -0.2
COc1ccc(-c2nc(CS(=O)CC(=O)NCc3ccc4c(c3)OCO4)c(C)o2)cc1OC (stereo not drawn) | 7.9% | ? | -9.3% | 8.4 | 39.8µM* | 5.3
Nc1ncnc2c1cnn2-c1ccccc1 | 0.0%&4.4% | 7.9% | 66.3%[activator] | 90.5*! | 1.8% | 28.6*
COc1ccc2oc(C(=O)OCC(=O)N3CC(C)OC(C)C3)c(C)c2c1 (stereo not drawn) | 5.4% | -23.4% | -4.3% | 19.5 | -2.6% | 0.5
CCOC(=O)/C(C(=O)Nc1ccc(Cl)cc1Cl)=C1/NC(C)(C)Cc2ccccc21 | -2.1% | -16.8% | 16.1% | -4.8 | 0.9% | 0.7
O=C1C(Cl)=C(N2CCOCC2)C(=O)N1c1ccccc1F | 7.6% | -12.2% | -3.1% | . | 39.8µM* | 3.3
CCCCN(CC)CCNC(=O)c1nn(-c2ccc(OC)cc2)c(=O)c2c1c1ccccc1n2C | -9.5% | -23.9% | ? | 19.2 | -6.2%&-2.6% | -5.1
COc1ccc2c(C)cc(SCC(=O)Nc3cc(C(N)=O)cc(C(N)=O)c3)nc2c1 | 2.2% | ? | 5.7% | 3.4 | 9.3% | -2.5
COc1ccc(-c2[nH]c(-c3ccccc3)nc2SCC(=O)Nc2nccs2)cc1 | -7.7% | ? | -7.0% | 17.0 | -17.4% | 6.3
Cc1ccn2cc(CNS(=O)(=O)c3cccs3)nc2c1 | -9.3% | 36.6%[activator] | 79.4%[activator] | 46.0* | -2.4% | 22.7*
Cc1ccc(NS(=O)(=O)c2ccc(Br)s2)nc1 | 7.92µM* | -0.2% | 29.1% | 42.3 | 15.8µM* | 8.1
O=C(O)/C=C/C(=O)NCc1ccccc1 | 5.9% | 2.4% | 8.6% | -4.6 | 50.1µM* | -4.1
CC(=O)c1cccc(N(CC(=O)Nc2cc(C)cc(C)c2)S(C)(=O)=O)c1 | -2.3% | 4.8%[5.75 µM] | 0.7% | 5.1 | 1.8% | -0.6
CC(=O)Nc1ccc(-c2cc(NC(C)=O)n(-c3ccccc3)n2)cc1 | 1.8% | 44.7%[activator] | 7.5% | -18.0 | -4.9% | -2.4
Fc1ccc(CSc2nc3ncc(Br)cc3[nH]2)cc1 | -3.7% | 9.28µM* | . | -13.1 | -15.9% | -2.8
CC(C)CC(=O)NC(=S)NNC(=O)c1ccc([N+](=O)[O-])cc1 | ? | ? | ? | 7.1 | -6.7% | 12.1
CC1(C)CC(=O)N(CC(=O)NC2CCCC2)c2ccccc2S1(=O)=O | 0.6% | ? | . | -11.6 | 0.2% | -9.1
CCN(Cc1ccccc1)C(=O)CS(=O)(=O)c1ccccc1 | 0.7% | 42.3%[activator] | 15.3% | 17.9 | 4.3% | 10.4
O=C(CSc1nnnn1C1CCCCC1)NCCc1ccccc1 | 9.2% | . | 44.1%[activator] | 42.4* | 0.4% | 62.3*
CCCc1c(C(=O)N/N=C/c2sccc2C)nnn1-c1nonc1N | -1.3% | 7.7% | 41.0%[activator] | -8.8 | 1.8% | 7.6
N#C/C(=C(/O)c1ccc(S(=O)(=O)N(CCCl)CCCl)cc1)c1nc2ccccc2[nH]1 | -9.7% | 57.2%[activator] | 20.6% | 4.8 | -6.9% | -0.9

Part of the list above with just Shiga toxin inh, Pf growth 48h and FBPA Giardia inh.
SMILES | Shiga toxin inh | Pf growth 48h | FBPA Giardia inh
Cc1ccn2cc(CNS(=O)(=O)c3cccs3)nc2c1 | 46.0* | 79.4%[activator] | -9.3%
Cc1ccc(NS(=O)(=O)c2ccc(Br)s2)nc1 | 42.3 | 29.1% | 7.92µM*

New compounds follow:
SMILES | FBPA Giardia inh | Pf growth 96h | Pf growth 48h | Shiga toxin inh | Sm TGR inh | CHX counter
O=C(CCS(=O)(=O)c1ccccc1)Nc1nnc(-c2ccco2)o1 | . | 1.8% | -12.8% | -27.7 | ? | 2.6
CN(C)S(=O)(=O)c1ccc(C(=O)NCC[N+]2(C)CCCCCC2)o1 | -6.2% | 9.28µM* | ? | 4.1 | 10.1% | 0.7
CCOC(=O)N1CCC(NC(=O)c2ccc3c(c2)N(C)C(=O)/C(=C/c2cccc(OC)c2)S3)CC1 | . | 3.6% | ? | -6.9 | -11.7% | -3.0
COc1cccc(-c2ccc(NC(=O)C3CCCN(Cc4cnn(C)c4)C3)cc2)c1 (stereo not drawn) | 1.6% | ? | ? | 15.9 | 4.7% | 16.2
Cc1nn(-c2ccccn2)c(C)c1Oc1ccccc1O | 3.7% | 2.62µM* | . | 20.4 | 5.8%[11.4 µM] | 9.5
O=C(O)c1[nH]c2ccccc2c1NS(=O)(=O)Cc1ccccc1 | 9.7% | . | -0.5% | 4.9 | 0.6% | -2.4
COc1ccc(CCNC(=O)CCc2ccc(S(=O)(=O)NCC(C)C)cc2)cc1OC | ? | -21.2% | ? | -9.5 | 4.6% | -2.4
COc1ccccc1OCC#CCN1CCOCC1 | 11.2µM* | ? | 48.4%[5.75 µM] | 11.1 | 11.2µM* | -4.0
O=C(Nc1ccc(N2CCOCC2)cc1)c1cc2c(s1)CCCC2 | -9.7% | -2.4% | -32.7%[1.15 µM] | 51.2 | 4.6% | 17.0*
COc1ccc(C(=O)NCc2n[nH]c(=S)n2-c2ccccc2)cc1OC | -20.1% | 25.3% | . | 14.6 | -6.2% | 2.3
CC(=O)OCC(NC(=O)C(COCc1ccccc1)NC(=O)OC(C)(C)C)C1OC(n2cc(F)c(=O)[nH]c2=O)C(OC(C)=O)C1OC(C)=O (stereo not drawn) | 2.2% | . | . | -6.9 | . | -2.2
COc1ccc(C(=O)NCC(=O)OCc2ccc(Cl)cc2Cl)cc1OC | . | ? | ? | . | 1.3% | .
Cc1ccsc1/C=N/NC(=O)C1CC(=O)N(c2ccccc2)C1 (stereo not drawn) | 0.0% | 39.2%[activator] | 14.2% | -8.7 | -11.7% | 4.8

Screening results deposited in PubChem BioAssay by National Center for Advancing Translational Sciences (NCATS).
